# Source: PubChem
# RAD52 inh – RAD52 DNA annealing inhibitors, primary screen, biochemical, FRET, single point, set 2. recombinant RAD52 DNA annealing, FRET fluorescence. inhibition, % at 18.7 µM. actives 0.46% (n = 360,000);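 active = every replicate showing at least 50% inhibition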
# Target sequence (P43351 whole entry, looked up): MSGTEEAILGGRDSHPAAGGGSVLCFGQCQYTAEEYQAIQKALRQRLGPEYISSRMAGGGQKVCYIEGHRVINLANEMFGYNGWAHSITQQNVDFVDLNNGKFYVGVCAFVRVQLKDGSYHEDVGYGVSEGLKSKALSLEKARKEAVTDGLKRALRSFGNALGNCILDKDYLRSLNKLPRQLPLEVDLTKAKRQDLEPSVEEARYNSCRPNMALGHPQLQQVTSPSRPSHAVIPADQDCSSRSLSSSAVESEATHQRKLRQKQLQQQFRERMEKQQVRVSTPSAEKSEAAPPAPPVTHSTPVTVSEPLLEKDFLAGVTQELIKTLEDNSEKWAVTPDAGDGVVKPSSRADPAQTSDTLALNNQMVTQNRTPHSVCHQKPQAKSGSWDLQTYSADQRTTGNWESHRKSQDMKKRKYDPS
# ERAP1 inh – human ERAP1 aminopeptidase inhibitors, primary screen, biochemical, single point, plate reader | Endoplasmic reticulum aminopeptidase 1 (Homo sapiens), Q9NZ08 | recombinant ERAP1, Leu-AMC fluorescence, 60 min | inhibition, % at 10.7 µM | actives 0.15% (n = 340,000) | AID 652197, 2013;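 active = mean replicate inhibition of at least 30%, or all replicates individually reaching that 30% level; inactive = mean below 30% and not every replicate reaching it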;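 also: 0% = neutral control wells and 100% = L-leucinethiol positive control wells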
# XiGFP reactiv – activators of inactive X chromosome reactivation, primary screen, imaging, XiGFP fibroblasts, GFP high-content imaging, set 2. XiGFP mouse fibroblasts, % GFP-positive cells imaging, 3 d; cells co-treated with 5-aza-dC sensitizer; scaled so ellipticine positive control = 100%. activation, % at 7.58 µM. actives 0.055% (n = 360,000). AID 743238, 2013;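 active = mean normalized replicate activation at least 10% and every replicate at or above 10%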;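 also: 0% = median of on-plate neutral control wells and 100% = ellipticine 6 µM median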
#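 Material: XiGFP fibroblasts, SV40-immortalized. Buffer or medium: DMEM plus 5-aza-dC sensitizer. Compound: single concentration per compound, delivered by pin transfer. Times: 3 days compound exposure. Controls: ellipticine 6 µM.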
# RAD54 inh – inhibitors of human RAD54 branch migration, primary screen, biochemical, fluorescence, single point; DNA repair and recombination protein RAD54-like (Homo sapiens), Q92698; RAD54 Holliday junction branch migration, FAM/BHQ fluorescence; inhibition, % at 10.4 µM; actives 0.14% (n = 360,000); AID 602329, 2012;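 active = mean normalized replicate activity at least 40 and at least half of replicates scoring 40 or more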;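 also: 0% = median of neutral control wells and 100% = median of positive control wells; inhibitors cause a drop in the FAM fluorescence signal; in these data hits start at about 50%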
# GSIS activator – GLuc luminescence reporter in INS-1E cells, primary screen for activators of glucose-dependent secretion of insulin | activation, % at 16.6 µM | AID 743287, 2014 | actives 0.61% (n = 370,000) | INS-1E GLuc reporter insulin secretion, 2-3 h;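 active = lowest replicate activation of at least 40%, so every replicate reaches that level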;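 also: 0% = median of neutral control wells and 100% = median of IBMX positive control wells; some compounds called inactive have numbers as strong as hits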
# esBAF inh – Bmi1 luciferase reporter increase in mESCs, primary screen, esBAF inhibitor project, mouse ES cells, Bmi1 luciferase knock-in, single point; 24 h; 100% = twice the neutral-well signal; reporter increase, % at 12.5 µM; actives 2% (n = 350,000); AID 602393, 2012; in the data active = activation above about 40%;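 also: 0% = median of the plate's neutral control wells and 100% = double that signal; a rise in the Bmi1 reporter signal indicates esBAF inhibition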
# ARNT TACC3 PPI – disruptors of ARNT/TACC3 protein interaction, primary screen, biochemical, AlphaScreen, single concentration. Transforming acidic coiled-coil-containing protein 3 (Homo sapiens), Q9Y6A5. AlphaScreen His-ARNT PAS-B/GST-TACC3 binding, luminescence; TACC3 fragment carries E629A point mutation. inhibition, % at 9.99 µM. actives 0.66% (n = 390,000). AID 623870, 2012;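 active = mean inhibition of replicates at least 50% and at least half of replicates each reaching 50%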;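 also: 0% = complete ARNT plus TACC3 wells and 100% = ARNT alone without TACC3; many hits fall short of the cut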
# CFTR F508del cor – F508del CFTR correction, initial screen, CFBE line, single point. CFBE cells, YFP halide quenching; stimulated with forskolin plus potentiator P3; % fluorescence drop versus neutral controls. activity (quench increase), % at 7.58 µM. actives 0.36% (n = 350,000). AID 720511, 2013;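 active = mean added fluorescence quench of at least 8% versus neutral control, with both replicates also reaching 8%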;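 also: cells transiently co-express mutant CFTR-F508del with the halide-sensitive YFP; corrector assay measuring rescue of mutant channel to the surface after 24 h compound exposure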
# Starred values were filed as active, the others as inactive; nt = no result given; & = joins results of further samples.
# Each structure is followed by: RAD52 inh	ERAP1 inh	XiGFP reactiv	RAD54 inh	GSIS activator	esBAF inh	ARNT TACC3 PPI	CFTR F508del cor
[1] COc1ccc(C(CNC(=O)COc2ccc(-c3ccccc3)cc2)N2CCOCC2)cc1 (configuration not stated)
  -14	-6	0.0	-12	-20	-6	3	2.2
[2] C[C@H]1CN([C@@H](C)CO)C(=O)Cc2cc(NC(=O)Cn3cnnn3)ccc2O[C@@H]1CN(C)S(=O)(=O)c1ccccc1
  -6	4	0.7	6	24	-4	-2	-0.7
[3] CCC(=O)N1C[C@H](O)COC[C@@H]2O[C@H](CC(=O)N3CCCCC3)CC[C@H]21
  -32	1	0.2	1	3	-3	5	-1.1
[4] O=C(NC1CCCc2ccccc21)C1CCN(S(=O)(=O)c2cccc(C(F)(F)F)c2)CC1 (configuration not stated)
  -13	-1	-0.1	12	-20	nt	-1	-0.5
[5] C[C@@H]1CCCCO[C@H](CN(C)C)[C@H](C)CN([C@H](C)CO)C(=O)c2cc(N(C)C)ccc2O1
  nt	nt	-0.6	nt	10	-7	nt	-1.5
[6] C[C@@H]1CN([C@@H](C)CO)C(=O)Cc2cc(NS(=O)(=O)c3ccc(F)cc3)ccc2O[C@@H]1CN(C)Cc1ccc(C(=O)O)cc1
  -6	2	0.1	2	13	-2	-3	3.5
[7] O=C(CSc1nnc(SCc2ccc(Cl)cc2)s1)N/N=C/c1ccc(C(=O)O)cc1
  -8	-2	0.0	-5	5	-5	-2	-1.2
[8] COc1cc(C(=O)NCCOc2ccc(C)c(C)c2)cc(OC)c1OC
  -1	-2	0.0	-4	-7	-4	0	0.2
[9] CCc1ccc(NC(=O)c2cnc(N3CCN(c4ccccn4)CC3)c3ccccc23)cc1
  -25	0	0.0	nt	-9	nt	2	2.0
[10] O=C(CCc1nc2ccccc2c(=O)[nH]1)Nc1ccccc1N1CCCC1
  -13	-4	0.0	2	12	0	nt	-0.6
[11] O=C(CNC(=O)c1ccccc1Cl)c1ccccc1
  0	13	0.2	3	nt	28	-1	0.2
[12] O=C1OC(C(=O)NCc2ccccc2)Cc2ccccc21 (configuration not stated)
  2	-1	0.0	nt	9	nt	-9	0.7
[13] O=C(C[C@H]1CC[C@@H]2[C@H](COC[C@H](O)CN2Cc2cc(F)ccc2F)O1)NCc1ccc(F)cc1
  5	0	0.2	5	-1	-8	20	0.8
[14] C[C@@H]1CN([C@H](C)CO)C(=O)CCCn2nncc2CO[C@H]1CN(C)S(=O)(=O)c1ccc2c(c1)OCCCO2
  -10&7	4&-3	-0.1&0.0	-3&4	4&9	7&2	2	-2.1&1.2
[15] CSc1ccccc1NC(=O)CSc1n[nH]c(C)c1[N+](=O)[O-]
  -38	nt	-0.4	nt	-10	-2	-1	-0.9
[16] Cc1cccc(/C=C(\C(=O)O)c2ccc(S(=O)(=O)N3CCCC3)s2)c1
  -8	-4	0.0	-1	12	-2	45*	1.0
[17] O=C(/C=C/c1ccccc1[N+](=O)[O-])Nc1cccc(S(=O)(=O)NC2=NCCCCC2)c1
  nt	nt	nt	-6	nt	10	14	1.3
[18] C[C@H](CO)N1C[C@H](C)[C@H](CN(C)C(=O)c2ccccc2F)Oc2ncc(-c3ccccc3)cc2C1=O
  16	nt	-1.1	-2	0	3	3	-0.1
[19] CN1CCN(C(=S)NC(=O)c2ccc(S(=O)(=O)N3CCOCC3)cc2)CC1
  2	18	-0.1	nt	-1	nt	-1	-5.0
[20] S=c1[nH]nc(C2CCCCC2)n1/N=C/c1cccc(Br)c1
  -6	1	-0.1	-7	-18	-1	-3	-0.5
[21] CN(C)CC(=O)Nc1ccc2c(c1)[C@@H]1C[C@H](CC(=O)NCc3ccc4c(c3)OCO4)O[C@@H](CO)[C@@H]1O2
  nt	nt	0.0	nt	-9	2	nt	-2.0
[22] CCc1ccc(NC(=O)C2CCCN2C(=O)NC2CCCCC2)cc1 (configuration not stated)
  -15	1	0.2	5	-2	-2	1	4.2
[23] CO[C@@H]1CN(C)C(=O)c2ccc(NS(=O)(=O)c3cccc(C)c3)cc2OC[C@@H](C)N(Cc2cc(F)ccc2F)C[C@H]1C
  -29	0	-0.3	-3	-14	7	-3	-4.4
[24] O=C(Oc1ccccc1Cl)c1ccc2c(=O)n3c(nc2c1)CCC3
  -16	1	0.2	nt	-1	-8	-4	-2.7
[25] COc1ccc(N2Cc3ccccc3/C2=N\C(=O)Nc2ccccc2)cc1
  -189	5	0.0	nt	52	nt	2	-4.5
[26] CCC(CC)c1nnc(NC(=O)C23CC4CC(CC(NC(C)=O)(C4)C2)C3)s1
  -2	5	0.0	2	-4	9	-1	-0.4
[27] CCC(C)NC(=O)CC1Oc2ccc(C)cc2NC1=O (configuration not stated)
  -4	nt	0.3	-3	-8	-1	-3	-3.7
[28] COc1cccc(C#Cc2ccc3c(c2)[C@@H]2[C@@H](CCN2C(C)=O)[C@@H](CO)N3)c1
  nt	nt	0.0	-6	6	4	13	1.5
[29] Fc1cccc(CNC2CCN(CCc3ccccc3)CC2)c1
  -13	-6	0.1	2	4	-2	-2	0.1
[30] Cc1noc(C)c1S(=O)(=O)Nc1ccc2c(c1)C(=O)N([C@@H](C)CO)C[C@H](C)[C@@H](CN(C)S(C)(=O)=O)O2
  -9	-1	0.0	1	8	0	-1	-0.8
[31] Cn1c(=O)[nH]c(=O)c2c1nc(N1CCCCCC1)n2CCN1CCCCCC1
  nt	nt	nt	5	2	-4	-3	nt
[32] COc1cc(CC(=O)N2CCN(C(=O)C3CCCO3)CC2)cc(OC)c1OC (configuration not stated)
  -5	0	0.2	-2	-7	-3	-10	0.1
[33] O=C(Nc1cc(F)ccc1F)N[C@H]1CC[C@H](CCn2cc(C3CC3)nn2)O[C@@H]1CO
  -4	0	0.4	-6	-3	-4	0	0.5
[34] C=CCn1c(C(C)NC(=O)C(C)(C)C)nc2ccccc21 (configuration not stated)
  5	1	nt	1	12	-6	nt	nt
[35] Cn1c(N)c(S(=O)(=O)N2CCN(Cc3ccccc3)CC2)c(=O)n(C)c1=O
  -23	11	-0.1	nt	3	nt	9	nt
[36] O=C(NCc1ccccc1)[C@@H]1[C@@H](CO)[C@@H]2Cn3c(cccc3=O)[C@H]1N2C(=O)c1cnccn1
  15	-6	-0.1	nt	23	nt	nt	-1.0
[37] Cc1ccc(C)c(OCCC(=O)OCC(=O)Nc2cc(S(=O)(=O)N3CCOCC3)ccc2C)c1
  -5	1	0.2	2	-32	0	0	3.2
[38] Cc1ccc(-c2ccc([C@@H]3[C@@H](CO)N4C(=O)CN(C(=O)c5ccncc5)C[C@H]34)cc2)cc1
  -8	3	-0.1	nt	-3	nt	nt	-0.3
[39] CC(C)(C)OC(=O)N/N=C\C=C\c1ccc2c(c1)OCO2
  -10	5	0.1	nt	1	nt	-14	2.4
[40] C[C@@H]1CN([C@@H](C)CO)C(=O)c2cc(NC(=O)Cn3cnnn3)ccc2O[C@@H]1CN(C)CC1CCCCC1
  -14	0	0.1	-1	15	0	1	0.1

# Some entries already given, showing only XiGFP reactiv and ARNT TACC3 PPI.
No. | Structure | XiGFP reactiv | ARNT TACC3 PPI
26 | CCC(CC)c1nnc(NC(=O)C23CC4CC(CC(NC(C)=O)(C4)C2)C3)s1 | 0.0 | -1
33 | O=C(Nc1cc(F)ccc1F)N[C@H]1CC[C@H](CCn2cc(C3CC3)nn2)O[C@@H]1CO | 0.4 | 0

# Next compounds
# Each structure is followed by: RAD52 inh	ERAP1 inh	XiGFP reactiv	RAD54 inh	GSIS activator	esBAF inh	ARNT TACC3 PPI	CFTR F508del cor
[41] O=S(=O)(NC[C@@H]1[C@@H](c2ccccc2)[C@@H](CO)N1CC1CC1)c1ccccc1
  -21	-2	0.5	-2	3	-1	-3	1.9
[42] CSc1cccc(-c2nnc(NC(=O)c3cccc(N4C(=O)CCC4=O)c3)o2)c1
  -3	2	0.2	4	17	-3	nt	-1.8
[43] O=C(NCc1cc(C(F)(F)F)cc(C(F)(F)F)c1)c1cc(-c2cc(F)ccc2OCC2CCCO2)n[nH]1 (configuration not stated)
  -2	-5	0.0	-7	-5	-1	nt	2.5
[44] Cc1ccc(S(=O)(=O)N2CCC[C@H]2C(=O)Oc2ccccc2)cc1
  -14	0	0.6	nt	-13	nt	-1	4.5
[45] CCc1ccc2oc(=O)cc(CN3CCN(c4ccc(F)cc4)CC3)c2c1
  nt	nt	nt	-10	34	3	3	nt
[46] NC(=N\N=CCc1ccccc1)/C(N)=N/N=CCc1ccccc1
  -17	-1	0.2	-1	0	38	22	-0.5
[47] CO[C@@H]1CN(C)C(=O)c2ccc(NC(=O)Nc3ccccc3Cl)cc2OC[C@@H](C)N(Cc2ccccc2C(=O)O)C[C@H]1C
  8	3	0.3	-11	0	-7	-10	0.1
[48] Cc1cc(C)cc(C(O)c2ncc(-c3ccc(C(F)(F)F)cc3)[nH]2)c1 (configuration not stated)
  -10	2	0.0	4	nt	nt	nt	-1.1
[49] Cc1ccc(NC(=O)CCC(=O)N2CCC(c3ccccc3)=N2)cc1S(=O)(=O)N1CCCCC1
  4	-3	-0.1	12	-3	nt	12	-2.0
[50] Cc1ccc(CNC(=O)CCS(=O)(=O)c2cc3c(cc2Cl)NC(=O)CO3)cc1
  8	1	0.0	-1	14	-3	-4	0.4
[51] CN(C)CCNC(=O)c1ccccc1-c1cc2ccccc2c(=O)o1
  -4	0	0.1	-12	-2	0	-3	2.7
[52] COc1ccccc1NC(=O)/C=C/C(N)=O
  -11	-2	nt	8	32	-1	-7	-1.0
[53] Cc1noc(C)c1NC(=O)Nc1ccc2c(c1)C(=O)N([C@@H](C)CO)C[C@H](C)[C@H](CN(C)Cc1ccc(-c3ccccc3)cc1)O2
  9	-1	0.1	-9	7	1	-3	-2.1
[54] CNC(=O)CSc1nnc(-c2ccccn2)n1Cc1ccco1
  -15	-4	0.0	0	2	2	2	0.7
[55] CCC(C)(C)NC(=O)CN(Cc1ccc2c(c1)OCO2)C(=O)CCC(=O)Nc1cc(C)ccn1
  -5	-5	0.0	-6	5	-7	10	2.7
[56] CC1CCc2c(sc(NC(=O)c3noc4c3CCCC4)c2C(N)=O)C1 (configuration not stated)
  -1	0	0.3	nt	12	nt	10	-1.9
[57] Fc1ccc(-c2cc3nc4c(c(N5CCOCC5)n3n2)CCCC4)cc1
  -18	3	nt	5	1	53*	-14	5.3
[58] COc1ccc(S(=O)(=O)NC(C)C(=O)Nc2ccc3c(c2)OCCO3)cc1OC (configuration not stated)
  1	3	0.0	nt	3	-3	-4	1.4
[59] C[C@@H]1CN([C@@H](C)CO)C(=O)c2cc(NC(=O)CCCN(C)C)ccc2O[C@H]1CN(C)Cc1ccc(Cl)c(Cl)c1
  27	2	0.3	19	23	-9	0	4.3
[60] Cc1noc(C)c1NC(=O)Nc1ccc2c(c1)C(=O)N([C@@H](C)CO)C[C@@H](C)[C@@H](CN(C)Cc1ccccc1)O2
  0	1	0.0	-1	14	2	-16	0.1
[61] O=C(c1ccc(Br)cc1)c1coc2ccc(O)cc12
  -12	-1	0.1	nt	nt	nt	-3	-4.1
[62] Cc1cccc(OC(C)C(=O)Nc2nccs2)c1 (configuration not stated)
  -17	-4	0.4	-6	7	7	-2	-1.5
[63] O=C(Nc1ccc(F)cc1)c1cc(-c2ccncc2)nc2c(Cl)cccc12
  -34	0	-0.1	-13	-20	nt	2	2.1
